Screening results deposited in PubChem BioAssay by several laboratories.
RTF Ca sens act = cardiac RTF calcium sensitization; IANBD-labeled TnC RTF fluorescence at EC20 calcium; 0% EC20 calcium, 100% full calcium; activation, % at 7.2 µM; P19429+P45379; hit rate 0.24% among 340,000;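 active means activation above the mean over all tested compounds plus 3 SD, cut at about 30% in these data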;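 further: rise in fluorescence read as greater calcium sensitivity of cardiac thin filaments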
Tat export inh = inhibitors of E. coli Tat protein transport | AID 488895 | inhibition, % at 10 µM | hit rate 0.036% among 340,000 | E. coli MC4100 TorA-mCherry Tat export, fluorescence;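 active means mean replicate inhibition at least 50% and at least half of replicates individually reaching 50%; inconclusive means only one of the two criteria met; inactive means neither criterion met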;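 further: exported cargo escapes ClpAP degradation while cytoplasmic cargo is degraded and loses fluorescence; 0% = median of neutral control wells and 100% = median of NaSCN control wells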
MITF act = activators of MITF-driven TRPM1 promoter activity in SK-MEL-5 cells. SK-MEL-5 TRPM1-promoter luciferase, 24 h; % of positive control, neutral wells = 0. activation, % at 12.5 µM. hit rate 0.75% among 300,000;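 active means mean activation of at least 80% with every replicate also reaching 80%; inconclusive means mean reaches 80% but some replicate falls short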;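 further: 0% = neutral control wells and 100% = parthenolide positive control wells; values of inactives mirror those of a sister screen read the other way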
CAL PDZ FP-1 = inhibitors of human CAL PDZ peptide binding; Q9HD26; purified CAL PDZ, TMR-peptide fluorescence polarization, 1 h; inhibition, % at 24.9 µM; hit rate 0.92% among 300,000; AID 602252;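 active means mean inhibition of at least 30% with at least half of replicates also reaching 30%; inconclusive means no clear call, values can overlap the other calls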;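 further: 0% = DMSO neutral control and 100% = excess unlabeled competitor peptide PRC23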
Wnt bcat act = Wnt/beta-catenin pathway activation; Wnt/beta-catenin reporter cell assay, activator, plate reader; activation, % at 9.35 µM; hit rate 1.2% among 300,000; AID 743398; in the data active means activation above about 30%, passing the limit was not always enough; inconclusive means no clear call, values can overlap the other calls;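 further: 0% = neutral control wells and 100% = positive control wells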
Rtt109 Vps75 = blocks Candida albicans Rtt109/Vps75 acetyltransferase activity; Q5AAJ8; purified Rtt109/Vps75, ThioGlo CoA-SH fluorescence, 4 h; inhibition, % at 34.9 µM; hit rate 0.16% among 330,000;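 active means inhibition of at least 50% in every replicate; inconclusive means best replicate reaches 50% inhibition but some replicates fall short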
V-ATPase pHluor = yeast V-ATPase proton transport regulation by pHLuorin | response, % at 10 µM | S. cerevisiae, pHLuorin cytosolic pH fluorescence | hit rate 0.37% among 350,000 | AID 504577; in the data active means response mostly above about 7.3%, no sharp cut-off; inactive means mostly below about 5.4%; further: actives read high; inactives centre near 0; some compounds called inactive have numbers as strong as hits
CDK5 inh = CDK5/p35 (human) kinase inhibition; Recombinant CDK5/p35, ADP-Glo luminescence, 60 min; inhibition, % at 10 µM; Q00535+Q15078; hit rate 0.01% among 330,000; AID 488839;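 active means highest replicate inhibition of at least 50% and at least 75% of replicates reaching 50%; inconclusive means only one of the two criteria met; inactive means both criteria failed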;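 further: plate controls were DMSO neutral control for no effect and GW8510 at 10 µM for full effect; many of its hits are not listed in these tables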
Target sequence (Q00535 whole entry, looked up): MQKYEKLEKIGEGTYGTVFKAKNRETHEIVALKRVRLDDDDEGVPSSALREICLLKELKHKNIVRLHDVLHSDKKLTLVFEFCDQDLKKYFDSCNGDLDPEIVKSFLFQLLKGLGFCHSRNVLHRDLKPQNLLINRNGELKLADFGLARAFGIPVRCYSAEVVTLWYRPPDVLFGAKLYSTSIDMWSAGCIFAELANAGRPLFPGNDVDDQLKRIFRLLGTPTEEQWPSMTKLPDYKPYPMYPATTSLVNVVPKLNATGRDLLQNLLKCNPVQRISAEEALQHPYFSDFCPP
Target sequence (Q15078 whole entry, looked up): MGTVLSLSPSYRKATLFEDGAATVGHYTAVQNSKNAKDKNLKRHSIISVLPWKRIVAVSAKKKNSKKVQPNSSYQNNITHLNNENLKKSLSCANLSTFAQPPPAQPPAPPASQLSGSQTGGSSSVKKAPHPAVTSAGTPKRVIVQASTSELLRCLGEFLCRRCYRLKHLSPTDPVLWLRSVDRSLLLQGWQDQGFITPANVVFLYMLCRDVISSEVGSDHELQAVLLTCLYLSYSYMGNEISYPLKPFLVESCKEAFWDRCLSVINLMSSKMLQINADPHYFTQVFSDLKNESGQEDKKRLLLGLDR
dFosB activator = activators of mouse delta FosB homodimer | AID 493131 | hit rate 0.99% among 340,000 | purified delta FosB, TAMRA-CDK5 oligo fluorescence polarization; percent of positive-control signal above neutral wells | activation, % at 25 µM;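 active means mean activation above about 17%, with every replicate also reaching it, limit read from the data, passing the limit was not always enough; inconclusive means only one of the two conditions met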;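 further: fluorescence polarization rise as delta FosB binds a TAMRA Cdk5 AP-1 oligo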
Target sequence (P13346 whole entry, looked up): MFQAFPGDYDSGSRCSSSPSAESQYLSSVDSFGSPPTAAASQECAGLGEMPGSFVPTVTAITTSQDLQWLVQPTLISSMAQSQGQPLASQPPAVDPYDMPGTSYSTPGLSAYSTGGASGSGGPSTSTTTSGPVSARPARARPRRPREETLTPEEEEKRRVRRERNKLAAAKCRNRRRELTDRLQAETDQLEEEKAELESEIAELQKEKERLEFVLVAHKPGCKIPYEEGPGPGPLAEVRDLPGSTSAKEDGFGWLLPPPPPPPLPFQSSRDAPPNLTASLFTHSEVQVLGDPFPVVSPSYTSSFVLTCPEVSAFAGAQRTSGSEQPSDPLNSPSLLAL
CAL PDZ FP-2 = human CAL PDZ-peptide interaction inhibition. AID 504414. Q9HD26. hit rate 0.02% among 330,000. purified CAL PDZ, TMR-peptide fluorescence polarization, 1 h. inhibition, % at 20 µM;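 active means highest replicate inhibition of at least 40%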;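 further: plate controls were DMSO neutral control wells for no effect and unlabeled competitor peptide control wells for full effect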
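material = purified tagged CAL PDZ domain construct (CerCALP) | buffer or medium = sodium phosphate/NaCl buffer pH 7.4 with TCEP, IgG, Thesit | reagent = TMR-labelled reporter peptide T*-PRC34 bound in PDZ groove | incubation = 1 h room-temperature incubation prior to read | measured by = fluorescence polarization (mP) | evaluation = percent inhibition from loss of millipolarization | control set = unlabelled peptide and DMSO controls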
* = called active by the depositor; ? = inconclusive; . = no result given.

SMILES	RTF Ca sens act	Tat export inh	MITF act	CAL PDZ FP-1	Wnt bcat act	Rtt109 Vps75	V-ATPase pHluor	CDK5 inh	dFosB activator	CAL PDZ FP-2
Nc1nc(=S)n(-c2ccccc2)[nH]1	0	-4	-2	-4	-1	2	-1	1.5	5	-1.5
O=C(NCCc1ccccc1)c1ccc2c(c1)S(=O)(=O)c1ccccc1C2=O	4	-2	7	-2	1	-13	-4	4.0	-3	-1.2
CCn1ncc(Br)c1C(=O)Nc1ccc(-c2ccno2)cc1	3	1	10	-8	-2	-12	-3	1.1	-12	-1.5
CCOc1ccc(NC(=O)Nc2ccc(NC(C)=O)cc2)cc1	-7	-1	3	-5	-2	1	-4	-0.2	-9	-1.6
COc1ccccc1NS(=O)(=O)c1cc(NC(=O)c2ccc(=O)[nH]c2)ccc1N1CCOCC1	5	6	2	-8	3	1	-10	-0.4	-7	-9.5
O=C(N[C@@H](c1ccccc1)[C@H](O)c1ccccc1)[C@@H]1CCCN1C(=O)OCc1ccccc1	-2	8	-9	-3	0	12	1	1.8	6	-2.4
O=S(=O)(c1ccc(Cl)cc1)N1CCN(c2nc(-c3cccs3)nc3ccccc23)CC1	4	-1	-3	-4	-6	-3	2	-0.7	-12	-0.9
Cc1cc(OC(C)C(=O)NCC2CCCO2)cc(C)c1Cl (stereo unspecified)	-5	-9	-1	1	2	24	-2	0.2	-1	-2.8
O=C(/C=C/c1ccccc1Cl)Nc1ccc(S(=O)(=O)Nc2ncccn2)cc1	-3	7	11	-6	21	-3	1	-1.3	-6	-4.6
COC(=O)c1cccc(CSc2nc(-c3ccccc3)c(C#N)c(=O)[nH]2)c1	-3	6	3	-10	2	3	-3	-2.3	-2	-4.2
CCN(CC)C(=O)CNC(=S)N(CCCN1CCOCC1)Cc1cccs1	-5	-2	3	-3	-8	-1	3	-0.9	2	-1.0
CCOC(CNCc1cc(C)c2[nH]c3ccccc3c2c1C)OCC	-6	-9	-12	0	-4	10	-7	0.1	11	-0.1
COC(=O)[C@]1(C)N[C@H](CN(C)C(=O)Nc2ccc(Cl)cc2)[C@@H]2C(=O)N(Cc3ccccc3)C(=O)[C@@H]21	-9	-24	5	-4	-1	-4	-1	1.9	-10	0.2
COc1ccc(C(=O)NCCOc2cccc(OC)c2)cc1	-3	2	0	-5	11	-1	-2	-0.9	-1	-1.6
COc1ccc(CC(=O)OCC(=O)N2CCN(S(=O)(=O)c3ccc(C)cc3C)CC2)cc1	5	-2	3	-2	-2	24	2	0.8	-8	-0.8
CC(C)NC(=O)c1ccccc1-c1ccccc1	2	2	.	-2	.	-5	-5	-4.1	-1	0.0
CC(O)(CS(=O)(=O)Cc1ccccc1)C(=O)Nc1ccc(C(F)(F)F)cc1 (stereo unspecified)	6	-1	19	.	.	-3	0	1.6	-4	-2.7
CC(C)NC(=O)CSCc1c(F)cccc1Cl	1	-4	-5	.	.	-7	1	-1.5	-3	-0.4
CC1CN(CC(=O)NN=C(c2ccccc2)c2ccccc2)CC(C)O1 (stereo unspecified)	-2	4	-2	-6	-1	15	3	0.6	-1	-1.6
Cn1c(=O)c(Oc2ccc(F)cc2)c(O)c2ccccc21	2	-2	-6	-1	-4	0	1	-0.1	-5	-2.5

Record cards, as listed above. Screens in order: RTF Ca sens act, Tat export inh, MITF act, CAL PDZ FP-1, Wnt bcat act, Rtt109 Vps75, V-ATPase pHluor, CDK5 inh, dFosB activator, CAL PDZ FP-2
Results for COc1ccc(CC(=O)OCC(=O)N2CCN(S(=O)(=O)c3ccc(C)cc3C)CC2)cc1 → 5, -2, 3, -2, -2, 24, 2, 0.8, -8, -0.8
Results for Cc1cc(OC(C)C(=O)NCC2CCCO2)cc(C)c1Cl (stereo unspecified) → -5, -9, -1, 1, 2, 24, -2, 0.2, -1, -2.8

The list goes on.
SMILES	RTF Ca sens act	Tat export inh	MITF act	CAL PDZ FP-1	Wnt bcat act	Rtt109 Vps75	V-ATPase pHluor	CDK5 inh	dFosB activator	CAL PDZ FP-2
CCCN1CCN(C(=O)Cn2ncc3ccccc32)CC1	-1	11	-1	-6	-5	3	-1	1.5	0	-1.0
O=C(O)CCCCNS(=O)(=O)/C=C/c1ccccc1	0	1	4	-4	1	-4	-3	-0.3	2	-0.4
CCc1ccc(NC(=O)CSc2nc3ncc(Br)cc3[nH]2)cc1	1	-1	1	-2	1	-3	0	-0.1	19*	-2.4
COc1ccc(C2/C=C\CC(OCc3ccccc3)CC(=O)N2Cc2cccc(F)c2)cc1 (stereo unspecified)	-2	10	0	6	-2	-3	-3	-0.5	-12	0.1
Cc1ccc(Oc2c(F)c(F)nc(N3CCCC3)c2F)cc1	11	1	5	-2	-1	8	-3	1.7	2	-0.1
CCCCN(C)C1CCN(C(=S)Nc2cccc(OC)c2)CC1	0	-7	-5	21	-2	-7	-2	0.6	-1	0.5
COc1ccc(-c2csc(NC(=O)c3cccc(S(=O)(=O)N4CCN(C)CC4)c3)n2)cc1	1	-2	.	-1	-6	3	-1	0.4	-4	-1.3
CC(=O)Nc1sc(C)c(C)c1C(=O)OCC(=O)N(CCC#N)c1cc(C)cc(C)c1	-21	2	11	-6	-5	9	-2	-1.3	-7	0.1
Cc1c(-c2cccc(Cl)c2)nc2ccccc2c1C(=O)OCC(=O)N(C)C1CCS(=O)(=O)C1 (stereo unspecified)	7	22	-9	.	-2	5	0	-0.3	-15	-7.2
CS(=O)(=O)Nc1ccccc1C(=O)O	7	6	-9	0	.	5	-1	1.3	-6	-0.2
CCOc1ccc(/C=N/Nc2ccc(Cl)nn2)c(O)c1	5	2	17	6	13	-1	0	1.5	11	-1.6
COC(=O)CCCCCCCCCC[N+]1(C)CCCCC1	6	1	1	-2	.	1	1	-2.8	1	-1.7
COC(=O)C1CCN(C(=O)COc2ccc(S(=O)(=O)N3CCOCC3)cc2Cl)CC1	5	2	-10	-3	-1	-3	3	-0.9	0	0.3
Cc1ccc(S(=O)(=O)/N=S(\C)C(C)C)cc1 (stereo unspecified)	-7	-3	5	1	.	-1	-1	2.9	-10	0.7
COc1cc(/C=N/O)ccc1Oc1cnccn1	5	-2	.	-2	2	-1	1	-2.1	-1	-3.3
O=C(CN1CCCC1)NCc1ccccc1	1	-6	0	-8	0	-8	-1	0.3	8	-1.5
O=C(c1cc(Cl)nc2ccccc12)N1CCN(S(=O)(=O)c2ccccc2[N+](=O)[O-])CC1	2	14	-14	3	-4	-2	14*	-1.6	-5	-0.9
CCn1c(COc2ccccc2)nc2ccccc21	-1	4	26	-1	-5	2	-3	-0.2	-1	-0.9
CN1CCN(c2ccccc2NC(=O)c2ccc(-c3ccc(Cl)cc3Cl)o2)CC1	2	-4	-6	-4	-2	1	-2	-1.4	-5	.
COC(=O)CN(c1cccc(C)c1)S(=O)(=O)c1ccccc1	-4	-9	9	.	-1	1	1	0.7	-1	-0.9
O=C(COC(=O)/C=C/c1ccc(F)cc1)NC1CC1	-1	3	-7	-4	0	7	4	1.1	9	0.0
Cc1ccc(NC(=O)COc2ccc(Br)cn2)cc1	-2	2	1	-3	1	-4	0	1.7	1	0.1
Clc1ccccc1-c1nnc(-c2ccccc2Cl)o1	3	0	?	-9	29	-4	0	-1.0	-23	-4.9
O=C1CCC([N+](=O)[O-])C(c2ccccc2C(F)(F)F)N1 (stereo unspecified)	0	-1	7	1	0	-5	-4	0.5	-5	0.1
CC(=O)N1CCN(C(=O)c2ccc3oc(CCCc4ccccc4)nc3c2)CC1	-6	-2	9	-3	4	6	2	-0.1	-4	-3.0
Cc1c(NC(=O)CSc2nnc(Nc3ccccc3)s2)c(=O)n(-c2ccccc2)n1C	8	-9	-11	-4	-2	5	-2	-1.4	4	-0.6
O=C1Nc2ccccc2C1=Nc1ccc(S(=O)(=O)Nc2nccs2)cc1	7	6	-13	2	3	7	1	2.2	-14	.
CC(=O)N1CCc2cc(Br)cc(S(=O)(=O)N3CCc4ccccc43)c21	-3	7	-25	0	-2	-7	0	-0.7	-4	-0.3
Cc1cc(Br)ccc1NC(=O)c1ccco1	5	1	.	-5	6	2	-1	-1.9	3	0.2
Cc1ccc(NC(=O)c2cncc(Br)c2)c(O)c1	5	0	43	-1	-1	-1	9	-0.7	-6	-2.4
Cc1cc(NC(=O)CSCC(=O)N(C)Cc2c(F)cccc2Cl)no1	6	3	-3	.	-1	0	-1	-2.7	4	-0.2
Cc1nn(-c2ccccc2)c(Cl)c1C1C(C#N)=C(N)OC2=C1C(=O)CCC2 (stereo unspecified)	3	-2	-3	0	-6	-6	-5	-0.1	-4	-1.6
CC(C)(C)C(=O)COC(=O)c1cc2ccccc2cc1O	3	-4	.	-8	.	-16	-2	-1.7	-3	-0.4
CCCCNC(=O)CCCCCNS(=O)(=O)c1ccc(OC)cc1	-5	3	7	-1	3	4	-6	1.7	4	.
COc1ccc(CCNC(=O)C2=COCCO2)cc1	4	-2	25	-1	.	0	-7	-0.2	8	-0.7
C=CCn1c(-c2ccccc2OC)n[nH]c1=S	-1	-1	-19	-2	0	13	-4	1.2	1	-3.8
O=C(Nc1nc2c(s1)CN(Cc1ccccc1)CC2)c1c(F)cccc1F	11	-4	39	0	17	7	-2	-7.3	9	-0.5
Cc1ccc(NC(=O)Nc2nnc(-c3ccncc3)s2)cc1C	3	5	10	3	0	-3	0	-3.0	-5	-17
O=C(Nc1nnc(S(=O)(=O)N2CCN(c3ccc(F)cc3)CC2)s1)c1ccco1	3	-4	8	2	-1	-9	1	0.5	-21	-4.0
O=C(N/N=C/c1ccc(F)cc1)c1sccc1OCc1ccc(F)cc1	1	0	13	-3	.	5	-3	1.3	-19	-2.2
Cc1ccc(OCc2cc(C(=O)NCc3ccc(OC(F)(F)F)cc3)no2)cn1	-3	4	7	-12	-3	-4	-1	.	-12	-2.5
COc1ccccc1NC(=O)Nc1nnc(Cc2ccccc2F)s1	4	5	-5	-5	-5	1	1	1.8	3	-0.4
CSc1ncccc1C(=O)Nc1ncc(C)s1	5	-17	9	-4	-1	-4	-3	0.3	-4	-1.8
COc1ccccc1C(=O)Nc1ccc(S(=O)(=O)N2CCc3ccccc32)cc1	-2	4	18	-1	-1	-6	3	-1.9	-5	-0.9
CC(=O)NC1CC2CCCC(C1)N2Cc1ccc(C)cc1 (stereo unspecified)	-2	0	.	-3	0	3	-1	2.7	-1	-0.3
O=C(C[n+]1ccc(C(=O)NCc2ccccc2)cc1)c1ccc(OC(F)F)cc1	2	6	22	1	-1	8	-1	2.3	-12	-2.2
CC(=O)N1c2c(cc(Br)cc2S(=O)(=O)N2CCN(c3ccccn3)CC2)CC1C (stereo unspecified)	3	-4	5	8	.	13	0	0.1	-9	-1.3
c1ccc(CNc2nc(-c3cccnc3)cs2)cc1	3	3	58	0	-1	-2	1	0.0	6	-0.5
CC(C)(C)n1nnnc1C(c1cccnc1)N1CCN(C2CCCCC2)CC1 (stereo unspecified)	0	-5	7	-3	0	-2	3	0.0	5	-2.4
O=C(NC1CC1)c1ccc(NC(=O)C2CCCC2)cc1	-4	2	4	10	4	7	-2	1.0	4	-0.7
